# CHT allo act: allosterically activates the human high affinity choline transporter. 0.49% of 310,000 active. B-score at 10 µM. CHT-expressing cells, membrane potential dye, choline EC20; active compounds read high; LV-AA mutant CHT in HEK293 cells. AID 488977. Q9GZV3;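 active = initial fluorescence not abnormally high and integrated response B-score, plate-corrected, over 3 SD above library mean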
# Target sequence (Q9GZV3 whole entry, looked up): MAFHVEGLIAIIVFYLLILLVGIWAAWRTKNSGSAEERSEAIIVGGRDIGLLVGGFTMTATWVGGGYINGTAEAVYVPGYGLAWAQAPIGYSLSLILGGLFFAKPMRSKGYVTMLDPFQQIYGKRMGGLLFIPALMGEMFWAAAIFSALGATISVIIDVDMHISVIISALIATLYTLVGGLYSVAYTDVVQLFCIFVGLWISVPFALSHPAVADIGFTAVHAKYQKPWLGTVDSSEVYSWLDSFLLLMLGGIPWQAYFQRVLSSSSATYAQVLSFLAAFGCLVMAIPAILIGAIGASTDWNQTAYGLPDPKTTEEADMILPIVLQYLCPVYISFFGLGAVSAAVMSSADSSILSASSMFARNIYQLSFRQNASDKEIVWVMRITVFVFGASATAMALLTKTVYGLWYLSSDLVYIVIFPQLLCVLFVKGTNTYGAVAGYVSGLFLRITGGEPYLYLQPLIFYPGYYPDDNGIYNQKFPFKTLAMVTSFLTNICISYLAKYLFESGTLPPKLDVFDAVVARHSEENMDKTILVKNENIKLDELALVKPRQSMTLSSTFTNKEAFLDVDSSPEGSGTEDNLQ
# Calls only; i = inactive. An excerpt; count on the stated rates, not on these rows.
structure,CHT allo act
Cc1ccc(S(=O)(=O)N2CCN(C(=O)CSc3cc(C)ccc3C)CC2)c(C)c1,i
CCOC(=O)C1CCCN(C(=O)c2cc3ccc(OC)cc3[nH]2)C1 (centres undefined),i
Cc1ccc(NC(=O)CCC(=O)NNS(=O)(=O)c2ccc(Cl)cc2)cc1C,i
S=C(NCCCc1ccccc1)Nc1ccc(Br)cc1,i
NC(=O)Nc1n[nH]c(-c2ccccc2)n1,i
O=C(NCc1ccc(Cl)cc1)c1nccnc1CO,i
O=C(O)c1ccc(CNC(=O)c2ccc3c(c2)C(=O)N(Cc2cccnc2)C3=O)cc1,i
[NH-]c1ncnc2c1N=C[N+]2=CC=CCO,i
O=C(CNC(=O)c1ccc(Br)cc1)NCC(=O)OCC(=O)c1ccc(F)cc1,i
Cc1ccccc1CC(=O)NCC1CCCCC1,i
O=C(O)c1ccccc1-c1ccccc1C(=O)Nc1ccc(OC(F)(F)F)cc1,i
COc1ccc(Cl)cc1C(=O)Nc1ccc2c(c1)OCCO2,i
CCOc1ccc(NC(=O)N2CC(C)OC(C)C2)cc1 (centres undefined),i
COc1ccc(NC(=S)N2CCN(S(=O)(=O)c3ccccc3)CC2)cc1OC,i
Cc1ccc(CNC(=S)Nc2ccc(NS(=O)(=O)c3ccc(C)cc3)cc2)cc1,i
CC(=O)c1ccc(S(=O)(=O)N2CCC(NC(=O)c3ccccc3)CC2)cc1,i
COc1cccc(/C=N\NC(C)=O)c1OC/C=C/c1ccccc1,i
CCCCC(=O)Nc1c(-c2cccc(OC)c2)c(=O)c2ccccc2n1C,i
O=C(c1ccc(NS(=O)(=O)c2ccccc2)cc1)N1CCCCCC1,i
COc1ccc(NC(=O)/C(C#N)=C/c2cccnc2)c(OC)c1,i
COC(=O)C1CCN(C(=O)c2ccc3nccnc3c2)CC1,i
CC1(C)Cc2c(cnn2-c2cccc(F)c2)C(NC(=O)c2ccc[n+]([O-])c2)C1 (centres undefined),i
CCN(c1ccc(C)cc1C)S(=O)(=O)c1nnc(NC(=O)C(C)C)s1,i
CC1CCN(C(=O)Cn2nnc(-c3ccc(C(C)C)cc3)n2)CC1,i
Cc1cccc(C(=O)Nc2nc3ccc(S(C)(=O)=O)cc3s2)c1,i
CN1CCN(C2CCN(c3cccc(Cl)c3)CC2)CC1CCO (centres undefined),i
S=C(NCc1ccccc1)NCc1ccc(Cl)cc1,i
O=C(Nc1ccc(N2CCN(C(=O)c3cccs3)CC2)cc1)c1ccc([N+](=O)[O-])o1,i
C/C=C/C=C(/NC(=O)c1ccccc1)C(=O)Nc1ccccc1,i
CC(=O)Nc1cccc(NC(=O)CCNC(=O)c2ccccc2)c1,i
CCC(=O)NC(Cc1ccccc1)c1nc2ccccc2[nH]1 (centres undefined),i
Cc1cccc(C)c1OCc1cc(C(=O)N2CCN3CCCC3C2)no1 (centres undefined),i
CCOC(=O)COn1c(=O)c(-c2ccc(F)cc2)[n+]([O-])c2ccccc21,i
Cc1ccc(OCCC(=O)Nc2ccccc2C(=O)NC2CC2)cc1,i
O=C(c1ccc2oc(CCCc3ccccc3)nc2c1)N1CCCCC1CO (centres undefined),i
O=C(Oc1ccc2ccccc2c1)C1CCC1,i

# 6 records drawn at random from the list so far:
structure,CHT allo act
S=C(NCc1ccccc1)NCc1ccc(Cl)cc1,i
O=C(Nc1ccc(N2CCN(C(=O)c3cccs3)CC2)cc1)c1ccc([N+](=O)[O-])o1,i
Cc1cccc(C)c1OCc1cc(C(=O)N2CCN3CCCC3C2)no1 (centres undefined),i
O=C(c1ccc2oc(CCCc3ccccc3)nc2c1)N1CCCCC1CO (centres undefined),i
Cc1ccc(OCCC(=O)Nc2ccccc2C(=O)NC2CC2)cc1,i
CCOC(=O)COn1c(=O)c(-c2ccc(F)cc2)[n+]([O-])c2ccccc21,i

# (cont.)
structure,CHT allo act
COc1cc(/C(O)=C(\C#N)c2nc3ccccc3[nH]2)cc(OC)c1OC,i
CCCCCC(=O)N1CCCC1,i
CN1C(=O)CSC1=Nc1ccc(F)cc1,i
Cc1cc(C)nc(N2CCN(c3ccc(F)cc3)CC2)n1,i
CC(=O)NCCc1nc2cc(NC(=O)c3ccc(F)cc3)ccc2n1C,i
O=C(Nc1cccc2ncccc12)c1ccccc1F,i
NS(=O)(=O)c1ccc(NC(=O)Nc2ccc3c(c2)OCO3)cc1,i
Cc1c(CCC(=O)O)c(=O)oc2cc(OCc3ccc(Br)cc3)ccc12,i
O=c1[nH]c(=S)[nH]cc1S(=O)(=O)c1cccc(Cl)c1,i
COCCN(CCOC)S(=O)(=O)c1ccc(C(=O)Nc2ccncc2)cc1,i
Cn1cc(C(=O)C(=O)N2CCCC2)c2ccccc21,i
CC1CCCC(N2CCN(C(=O)c3ccc([N+](=O)[O-])cc3)CC2)C1 (centres undefined),i
COc1ccc(NC(=O)N2CCc3ccccc3C2)cc1,i
O=C1CSC(=S)N1c1ccc(Cl)c(Cl)c1,i
COc1ccc(NC(=O)CN(c2ccc(Cl)cc2)S(C)(=O)=O)cc1OC,i
O=[N+]([O-])c1ccc(N2CCN(Cc3ccc(Br)o3)CC2)cc1,i
O=S(=O)(Cc1ccccc1)Nc1cccc(Br)c1,i
S=c1nc(NCCc2ccccc2Cl)c2ccccc2[nH]1,i
CN1CCN(NC(=O)Nc2cc(Cl)cc(Cl)c2)CC1,i
O=C(Nc1ccccc1F)N1CCc2ccccc2C1,i
Cc1ccc(-c2ccc(CCC(=O)O)n2-c2cccc(C(=O)O)c2)cc1,i
Cc1c(Cl)cccc1NC(=O)CCC(=O)N/N=C/c1ccco1,i
O=[N+]([O-])c1ccc(CN2CCC(Cc3ccccc3)CC2)cc1,i
O=C(NCCCO)c1cc2c(cn1)[nH]c1ccccc12,i
Cc1[nH]c2ccccc2c1/C=N\NC(=O)c1ccco1,i
Cc1cc(C)c(S(=O)(=O)c2ccccc2C(C)C)c(=O)[nH]1,i
O=C([C@@H]1Cc2ccccc2CN1)N1CCN(Cc2ccccc2)CC1,i
COc1c(Br)cc(Br)cc1C(=O)Nc1ccccc1N1CCCC1,i
O=C1CSC(c2cccc([N+](=O)[O-])c2)N1Cc1ccccc1 (centres undefined),i
Oc1ccc(/C=N/n2c(-c3ccccc3)n[nH]c2=S)cc1Br,i
C=CCNc1nc(Cl)nc(NC2CCCCC2)n1,i
COc1cccc(C(O)c2nccn2Cc2ccccc2)c1OC (centres undefined),i
Cc1cc(Nc2ccc(Cl)cc2)nc(-c2ccccc2O)n1,i
CCOC(=O)C1CCCN(CCc2ccccc2)C1 (centres undefined),i
CCN1CCN(C(=O)CCc2nnc(CCc3ccc(OC)cc3)o2)[C@@H](C)C1=O,i
CCOC(=O)C1CCN(C(=O)c2ccccc2NS(=O)(=O)c2ccc(C)cc2)CC1,i
CCn1cc(C(=O)NCC(=O)NC(C)(C)CO)c(=O)c2cc3c(cc21)OCO3,i
Cc1nc2cc(C(=O)N3CCN(C)CC3)ccc2n1C,i
CCOC(=O)Cc1csc(NS(=O)(=O)c2ccc(NC(C)=O)cc2)n1,i
C/C(=N/NS(=O)(=O)c1cc(C)ccc1C)c1ccc2c(c1)OCO2,i
Cc1cccc(N(O)C(=O)Nc2cccc(Cl)c2)c1,i
Cn1c(SCC(=O)Nc2ccccc2)nc2ccccc2c1=O,i
COc1ccc(C(=O)NC2CC2)cc1OC1CCN(Cc2ccccc2O)CC1,i
CCCCOc1ccc(C(=O)Nc2ccc(CN3CCOCC3)cc2)cc1,i
S=C(Nc1cc(Cl)cc(Cl)c1)NC1CCN(Cc2ccccc2)CC1,i
C=CCn1c(N2CCCC2)nc2c1c(=O)n(C)c(=O)n2C,i
O=C(C1CCCN(C2CC(=O)N(c3ccc(F)cc3)C2=O)C1)N1CCCC1 (centres undefined),i
COC(=O)c1sccc1NC(=O)Nc1ccccc1C,i
CC(C)(C)NC(=O)/C(=C\c1ccco1)NC(=O)c1ccco1,i
COc1cccc(C(=O)Nc2ccc3c(C)cc(=O)oc3c2)c1,i
O=C(NNC(=O)c1ccccc1OCc1ccccc1)c1ccccc1O,i
COc1ccc(CNC(=O)NCCc2c[nH]c3ccccc23)cc1,i
Cc1ccc(S(=O)(=O)N(C)c2ccccc2C(=O)Nc2ccc(F)cc2F)cc1,i
CCN1CCN(C(=O)c2ccc(CNS(=O)(=O)c3cccc(OC)c3)cc2)CC1,i
O=C(CCN1C(=O)c2ccccc2S1(=O)=O)Nc1ccc(Cl)cc1,i
Cc1ccoc1C(=O)N1CCCC(CO)(Cc2ccc(F)cc2)C1 (centres undefined),i
O=C(NNC(=O)c1ccc(Cn2cccn2)o1)NC12CC3CC(CC(C3)C1)C2,i
CC1CC(C)CN(C(=O)CCNC(=O)c2ccccc2Cl)C1 (centres undefined),i
CCCn1c(=O)c(C(=O)Nc2cccc(C)c2)c(O)c2ccccc21,i
COc1ccc(C2=NOC(C(=O)Nc3ccc4c(c3)OCO4)C2)cc1 (centres undefined),i

# New compounds follow
structure,CHT allo act
Cc1ccc(Nc2nc(-c3ccc(F)cc3)cs2)nc1,i
CC(C)c1cc(N2CCOCC2)n2ncc(-c3ccccc3)c2n1,i
CCOc1ccc(Cn2c(=O)oc3ccccc32)cc1,i
O=C(NCCN1CCOCC1)c1ccccc1Cl,i
CCOc1ccc2[nH]cc(-c3csc(N)n3)c2c1,i
COc1ccc(CN2CCNC(=O)C2CC(=O)NC2CCC2)c(OC)c1 (centres undefined),i
Cc1sc(N)nc1-c1c(C)n(C)c2ccccc12,i
COc1ccc(S(=O)(=O)NC2CCCCC2)cc1F,i
CC(=O)N1N=C(c2ccco2)CC1c1ccco1 (centres undefined),i
CCOc1ccc(S(=O)(=O)Nc2cc(SCC(=O)O)c(O)c3ccccc23)cc1,i
Cc1ccc(S(=O)(=O)Nc2ccc(C(=O)NCc3cccnc3)cc2)cc1,i
O=C1c2ccccc2C2(c3cc(C(F)(F)F)cc(C(F)(F)F)c3)NCCN12 (centres undefined),i

# Reformatted field by field: entries from further up.
compound: CC(C)c1cc(N2CCOCC2)n2ncc(-c3ccccc3)c2n1
  CHT allo act: i
compound: CCOc1ccc(Cn2c(=O)oc3ccccc32)cc1
  CHT allo act: i
compound: O=C(NCCN1CCOCC1)c1ccccc1Cl
  CHT allo act: i
compound: CCOc1ccc2[nH]cc(-c3csc(N)n3)c2c1
  CHT allo act: i

# (further entries)
structure,CHT allo act
Cc1ccc(OC(C)C(=O)Nc2ccc3c(c2)n(C)c(=O)n3C)c(C)c1 (centres undefined),i
O=C(c1cccc2ccccc12)N1CCN(Cc2ccccc2F)CC1,i
COc1ccc(CCNC(=O)CN(Cc2ccc(Cl)cc2)S(C)(=O)=O)cc1,i
Cc1ccc(Cl)c2c(N=Nc3ccccc3)c(O)[nH]c12,i
CCCN(CC(=O)Nc1ccc(Cl)cc1Cl)C(=O)CC(NC(C)=O)c1ccccc1 (centres undefined),i
Cc1ccccc1CSCC(=O)NNC(=S)NCC1CCCO1 (centres undefined),i
COc1ccc(N(CC(=O)Nc2cccc(C(C)=O)c2)S(=O)(=O)c2ccc(NC(C)=O)cc2)cc1,i
COc1ccccc1N1CCN(C(=O)c2cc(-c3ccc(F)cc3)[nH]c2C)CC1,i
COc1ccc(-c2noc(C3CCCN(C(=O)c4ccccc4OC)C3)n2)cc1 (centres undefined),i
COc1cccc(S(=O)(=O)Nc2cccc(C(=O)N3CCCC3)c2)c1,i
Cc1cc2c(NC3CCCCC3)ncnc2s1,i
CN(C)C1CCN(C(=O)c2cccc(OC3CCN(S(=O)(=O)N(C)C)CC3)c2)C1 (centres undefined),i
Cc1cnc(NCCc2ccccc2)s1,i
COc1cc(OC)cc(C(=O)Nc2cccc3nc(C)ccc23)c1,i
COc1ccc(-c2cc(C(=O)N/N=C/c3cccnc3)c3cc(C)cc(C)c3n2)cc1,i
CCOC(=O)C1CCN(C/C=C/c2ccccc2)CC1,i
CCn1cc(C(=O)NCCc2ccccc2C)c(=O)c2ccc(C)nc21,i
COc1cccc(CNc2ccc3[nH]c(=O)[nH]c3c2)c1OCc1ccccc1,i
O=C(Cc1cccs1)NCc1cccc(Br)c1,i
COc1ccc(C(=O)N2CCc3cc(OC)c(OC)cc3C2c2ccc(OC)c(OC)c2)cc1OC (centres undefined),i
O=C(Nc1cc(Cl)ccc1Cl)Nn1cnnc1,i
Cc1ccc(C)c(NC(=O)c2cc3ccccc3o2)c1,i
C/C(=N/NS(=O)(=O)c1ccccc1)c1c[nH]c2ccccc12,i
Cc1nn(Cc2ccc(C(=O)N/N=C/c3ccncc3)o2)c(C)c1Cl,i
O=C(CCC(=O)Nc1ccccc1Cl)NN=C1CCCC1,i
OC1CCN(Cc2ccc3ccccc3c2)CC1,i
CCOC(=O)CSc1nnc(COc2ccc3ccccc3c2)o1,i
CCCS(=O)(=O)c1c(S(=O)(=O)CCC)c2ccc(C(N)=O)cn2c1C(=O)c1ccccc1,i
Cc1cccc(C)c1OCc1cc(C(=O)N2CCC[C@H]2C(N)=O)no1,i
COc1cccc(NC(=S)N2CCN(S(=O)(=O)c3ccc(F)cc3)CC2)c1,i
COc1cccc(C(=O)COc2ccc3c(C)cc(=O)oc3c2)c1,i
O=C(Nc1ccccc1)c1ccco1,i
CCc1ccc(OCC2Cn3c(nc4c3c(=O)[nH]c(=O)n4C)O2)cc1 (centres undefined),i
CCCCOc1ccc(C(=O)NCC(=O)NC(C)CCc2ccccc2)cc1 (centres undefined),i
CC1Cc2ccccc2N1C(=O)c1ccc2nccnc2c1 (centres undefined),i
Cc1cc(-c2nnc(SCCC(=O)Nc3ccccc3)o2)no1,i
